Screens (PubChem)
TCR act: activators of T cell receptors; primary human leukocytes, anti-CD3, IL-2 HTRF, 48 h; Potency, µM (highest dose often 9.22 µM), for the others: at the highest dose activation of IL-2 secretion, actives largely listed as activators; 330,000 tested, under 10 active; note: % of control where 0% means no effect
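Using a-CD3 beads without co-stimulation, primary human leukocytes were exposed to compounds for 48 hr. An HTRF IL-2 kit measured the cytokine, with europium-to-d2 energy transfer producing emission at 665nm upon 320nm excitation.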
Tb PFK block: inhibitors of T. brucei phosphofructokinase; O15648; T. brucei PFK, ADP-Glo luminescence; Potency, µM (series often up to 57.5 µM), without a hit: at the top dose activity, negative = inhibition, actives largely listed as inhibitors; actives 0.17% (n = 330,000);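 note: potency is the fitted concentration of half-maximal effect; 0% = uninhibited 1x PFK enzyme wells and -100% = no-enzyme wells; nearly all actives have a fitted effect of over 60% in size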
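ADP-Glo luminescence quantified ADP after 45 min at room temperature, with 1.25 nM T. brucei PFK, 0.1 mM ATP and 0.5 mM fructose-6-phosphate in pH 8.0 TEA buffer. qHTS titrations up to 57 µM; curves classified by quality.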
ELG1 repair inh: ELG1-dependent DNA repair inhibition; HEK293T ELG1-luciferase reporter, luminescence, 16 h; DNA damage induced by 5-fluorouridine; AID 504467; actives 2.3% (n = 330,000); Potency, µM (titrated, usually from 46.1 µM), for inactives: at the highest dose activity change, negative = inhibition, actives largely listed as inhibitors; note: potency is the fitted concentration of half-maximal effect; % is set by controls: 0 for no effect and ±100 for the full control effect; nearly all actives have a fitted effect of over 55% in size
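HEK293T cells expressing luciferase-tagged ELG1 (2,000/well) received 5-Fluorouridine plus compound or DMSO for 16 hr at 37 °C. Luciferase was read by ONE-Glo luminescence after 30 min at room temperature.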
ASM inhibitor: inhibitors of human secretory acid sphingomyelinase | P17405 | placental ASM, HMU-PC fluorogenic substrate, 60 min | Potency, µM (titrated, usually from 57.5 µM), for the others: at the highest dose activity change, negative = inhibition, hits mostly inhibitors | actives 0.006% (n = 340,000); note: potency is the fitted concentration of half-maximal effect
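Human placenta-derived ASM enzyme was preincubated with compound for 10 minutes at room temperature, then given fluorogenic substrate HMU-PC0 (9 uM final) for 60 minutes at 37 °C; a pH 10 stop preceded fluorescence reading at Ex 386/Em 447 nm.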
Eya2 phos inh: blocks the phosphatase activity of human Eya2 | O00167 | recombinant Eya2, OMFP fluorescence dephosphorylation (OMFP is methylfluorescein phosphate) | Potency, µM (series often up to 76.9 µM), without a hit: at the highest dose activity, negative = inhibition, actives largely listed as inhibitors | actives 0.006% (n = 330,000) | AID 488837; note: potency is the fitted concentration of half-maximal effect; % is set by controls: 0 for no effect and ±100 for the full control effect
Target sequence (O00167 whole entry, looked up): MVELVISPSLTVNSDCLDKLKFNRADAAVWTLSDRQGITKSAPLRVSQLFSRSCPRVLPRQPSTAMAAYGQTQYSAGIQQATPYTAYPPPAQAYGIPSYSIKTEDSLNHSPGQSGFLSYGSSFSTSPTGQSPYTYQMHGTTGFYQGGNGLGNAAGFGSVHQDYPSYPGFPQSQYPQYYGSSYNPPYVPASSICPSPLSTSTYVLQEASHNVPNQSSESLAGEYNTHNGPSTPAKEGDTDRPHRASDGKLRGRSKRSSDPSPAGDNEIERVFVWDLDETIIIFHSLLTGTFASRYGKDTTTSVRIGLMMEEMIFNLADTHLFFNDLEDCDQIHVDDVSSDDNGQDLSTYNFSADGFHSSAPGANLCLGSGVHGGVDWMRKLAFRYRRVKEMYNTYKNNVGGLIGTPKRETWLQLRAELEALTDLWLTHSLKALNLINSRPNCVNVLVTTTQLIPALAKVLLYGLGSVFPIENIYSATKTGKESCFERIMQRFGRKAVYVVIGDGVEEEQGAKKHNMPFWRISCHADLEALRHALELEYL
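Eya2 protein (added as 0.2 uM solution) was preincubated with compound for 10 min at ambient temperature in 50 mM HEPES pH 7.5, 50 mM NaCl, 5 uM MgCl2, 0.05% BSA, 1 mM DTT. OMFP (added at 50 uM) then reacted 10 min; fluorescence read at 485/525 nm.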
AT treatment: candidate therapy for ataxia-telangiectasia. […] A-T fibroblasts, KAP-1 phosphorylation AlphaLISA; neocarzinostatin DNA damage 30 min before lysis. actives 0.19% (n = 320,000). AID 485349. Potency, µM (series often up to 57.5 µM), for inactives: at the highest dose activation, actives largely listed as activators; note: potency is the fitted concentration of half-maximal effect; % of control where 0% means no effect; nearly all actives have a fitted effect of over 45% in size
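ATM-like activity read as KAP-1 phosphorylation via AlphaLISA donor/acceptor antibody pairs after lysis and 6 hr at 25C. Cells were ATM-null patient fibroblasts ([…], hTERT), dosed 60 min, then exposed to the DSB inducer NCS for 30 min.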
Mito fusion act: inhibitors of mitochondrial division or activators of mitochondrial fusion; S. cerevisiae fusion-defective mutant growth rescue, CellTiterGlo 48 h; Potency, µM (doses to about 46.1 µM), for the others: at the top dose growth rescue (activation), actives largely listed as activators; actives 0.23% (n = 320,000);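 note: potency is the fitted concentration of half-maximal effect; % of control where 0% means no effect; nearly all actives have a fitted effect of over 45% in size; temperature-sensitive fusion mutants such as fzo1-1 at 37 °C on non-fermentable ethanol glycerol medium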
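Compounds are tested for their ability to restore growth of mitochondrial fusion-defective yeast strains at non-permissive 37C in YPEG medium over 48 hours. Viability is quantified by luciferase luminescence.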
TSHR antagonist: blocks TSH signaling through the human TSH receptor | TSHR-expressing cells, TSH-stimulated cAMP HTRF, 2 h; stronger effect = lower value | activity change, negative = inhibition, % at 11.5 µM | actives 0.2% (n = 330,000) | AID 504810;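 active = activity change below a set negative limit, meaning inhibition stronger than a set level, cut at about -70% in these data; inconclusive = activity change between two set negative limits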; note: % is set by controls: 0 for no effect and ±100 for the full control effect
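TSHR-expressing cells, 200/well, pre-treated with compound, then stimulated with EC80 TSH (4nM final) for 2 hours at 37 deg C. cAMP measured by competitive HTRF: anti-cAMP cryptate antibody in lysis buffer plus cAMP-d2, read after 30 minutes at room temperature.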
a7 integrin act: integrin-mediated muscular dystrophy alleviation activation; alpha7betagal myoblasts, beta-gal FDG fluorescence, 48 h; actives 0.064% (n = 350,000); AID 624291; Potency, µM (titrated, usually from 38.3 µM), for the others: top-dose activation, actives largely listed as activators;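 note: potency is the fitted concentration of half-maximal effect; 100% = response of the positive control SU9516; nearly all actives have a fitted effect of over 60% in size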
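Alpha7betagal+/- myoblasts (passage 13) were plated 16-24 hr, then exposed to compounds (1:260 dilution of DMSO stock) for 48 hours at 37C. After MPER lysis, β-galactosidase reporter activity was read as FDG fluorescence (ex 480/em 540) after 30 minutes.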
BCR signal inh: blocks chronic active B-cell receptor signaling. actives 0.05% (n = 340,000). Potency, µM (highest dose often 46.1 µM), for the others: at the top dose ratio change, negative = lower green/red ratio, usual class: inhibitors. ABC-DLBCL IkBa-CBG/CBR reporter, luminescence ratio, 4 h. AID 493014; active = well fitted inhibition curve with a large enough effect in the signal ratio, with a control signal flat, not every such curve was filed as active; inconclusive = small, poorly fitted or top-dose-only effect, or effect the other way, or a change in a side signal; the % refers to the signal ratio;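 note: potency is the fitted concentration of half-maximal effect; plate controls were basal doxycycline-induced cells for no effect and cells given 10 µM MG132 for full effect; MG132 reads +100%, hits lower the ratio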
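Compounds up to 46 uM were incubated four hours with TMD8 cells whose green CBG68 luciferase is fused to IkappaBalpha; red CBR luminescence normalised the signal, and concentration-effect curves were fitted to fusion, red and ratio data.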
TSG101-PTAP inh: blocks PTAP/TSG101 interaction to inhibit HIV-1 budding; 340,000 tested, under 10 active; Q99816; Fluorescence polarization, FITC-PTAP peptide / Tsg101 binding; AID 493005; Potency, µM (series often up to 115 µM), for inactives: at the highest dose activity change, negative = inhibition, hits mostly inhibitors; active = well fitted inhibition curve with a large enough effect in the main read-out, with a control signal flat, not every such curve was filed as active; inconclusive = small, poorly fitted or top-dose-only effect, or effect the other way, or a change in a side signal; inactive = no such curve, though single readings can be large or run the other way; note: potency is the fitted concentration of half-maximal effect; % of control where 0% means no effect
Target sequence (Q99816 whole entry, looked up): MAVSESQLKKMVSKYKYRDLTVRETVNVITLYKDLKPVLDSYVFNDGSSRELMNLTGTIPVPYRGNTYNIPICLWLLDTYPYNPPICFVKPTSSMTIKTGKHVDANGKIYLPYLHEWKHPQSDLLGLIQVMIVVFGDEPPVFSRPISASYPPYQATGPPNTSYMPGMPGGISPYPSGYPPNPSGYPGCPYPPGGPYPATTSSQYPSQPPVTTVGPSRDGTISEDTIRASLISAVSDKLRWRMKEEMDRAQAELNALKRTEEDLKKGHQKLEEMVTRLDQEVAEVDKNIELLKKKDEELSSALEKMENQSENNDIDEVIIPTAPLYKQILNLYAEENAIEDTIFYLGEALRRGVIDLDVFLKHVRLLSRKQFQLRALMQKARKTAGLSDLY
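Compounds were pin-transferred onto Tsg101 binding domain (10 uM final) in HEPES pH 7.5 buffer, then FITC-PTAP peptide was added at 50 nM final. After 20 min at RT, polarization reported peptide displacement across a qHTS concentration series.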
* = called active by the depositor; ? = inconclusive; nt = not tested or not shown; [ ] = dose if it differs, or a comment. Unless noted, calls come from the whole dose curve; as a rule, active = well fitted curve in the direction sought with a large enough effect; inconclusive = small, poorly fitted or top-dose-only effect, or another doubt; inactive = no such curve, though single readings can be large; an effect the other way counts as inactive or inconclusive.

Values in the order: BCR signal inh | Tb PFK block | ASM inhibitor | Mito fusion act | TCR act | TSHR antagonist | ELG1 repair inh | TSG101-PTAP inh | AT treatment | Eya2 phos inh | a7 integrin act
> O=C(c1ccc(Sc2ccc(F)cc2)c([N+](=O)[O-])c1)N1CCOCC1
    5% | -4% | -5% | 2% | 0% | 12 | -15% | 0% | -3% | 2% | -13%
> CCn1c(CNC(=O)c2ccco2)nnc1SCC(=O)Nc1cc(F)ccc1C
    -1% | 3% | 3% | -4% | 1% | 4 | 14% | -3% | -8% | 20% | -10%
> Cc1ccccc1OCC(=O)NNC(=O)c1ccc2c(=O)n3c(nc2c1)CCC3
    ? | 18% | -3% | -3% | -14% | -4 | -8% | -2% | -2% | -16% | 13%
> CC(=O)Nc1nnc(SCC(=O)NC(C)(C)C)s1
    0% | 0% | 3% | -4% | -1% | 21 | 0% | 1% | 16% | 0% | 29%
> COc1cccc(CN2CCNC(=O)C2CC(=O)NCc2cn3ccccc3n2)c1OC (stereo not given)
    15% | 3% | 7% | -4% | 1% | -5 | 10% | -3% | -3% | -25% | -9%
> CCN1CCN(c2cc(C)c3cc(NC(=S)NCCCOC)ccc3n2)CC1
    -1% | -1% | 124%[activator] | -5% | -4% | 2 | 10% | -3% | -8% | 7% | 0%
> CCCCNC(=O)CNC(=O)c1nn(-c2ccc(OC)cc2)c(=O)c2ccccc12
    -4% | -6% | 1% | -6% | -2% | -6 | -11% | -1% | -16% | ? | 7%
> CC(C)CC(NC(N)=O)C(=O)NCc1ccccc1Cl (stereo not given)
    -10% | 2% | 3% | 8% | nt | 20 | 9% | 0% | 7% | 7% | 8%
> CCc1nc(N=C(N)N)nc2ccccc12
    ? | -3% | nt | 1% | nt | 1 | -14% | nt | 3% | 7% | nt
> Cc1ccc(OCc2cc(C(=O)N3CCN(c4ccccc4)CC3)no2)cc1C
    5% | 3% | 0% | 3% | -2% | 0 | ? | 1% | 4% | 2% | 35%
> Nc1ccc2c(c1)nc(Cc1ccccc1)n2CCO
    0% | 0% | 0% | 3% | 1% | 7 | ? | -3% | 2%[11.5 µM] | -21% | 24%
> CCOC(=O)C1CCN(C(=O)Nc2ccc3nc(-c4ccco4)c(-c4ccco4)nc3c2)CC1
    ? | ? | nt | -14% | -25% | 2 | ? | -14% | -2% | 13% | -37%[inhibitor]
> O=C(Nc1ccccc1C(=O)N1CCCCC1)c1ccc(Cl)cc1Cl
    -3% | 11% | -3% | -11% | 0% | nt | 0% | -1% | 12% | -5% | -52%[inhibitor]
> Cc1ccc2c(c1)N(CCCC(=O)NCCCN1CCCCC1)C(=O)CO2
    1% | 0% | -3% | 1% | -3% | 3 | 15% | -5% | -2% | 12% | -27%
> O=C(Nc1nc2cc3c(cc2s1)OCCO3)c1ccc([N+](=O)[O-])o1
    ? | 1% | -1% | -7% | -2% | -9 | ? | -4% | 13% | -1% | -47%[inhibitor]
> Cc1ccn(C(C)CC(=O)Nc2ccc(-c3ccno3)cc2)n1 (stereo not given)
    1% | 0% | 0% | 2% | 8% | ? | -13% | -3% | 12% | 3% | 0%
> CCOC(=O)CNC(=O)CSc1nnc(C)c(=O)[nH]1
    1% | -3% | 4% | ? | -5%[46.1 µM] | 10 | 12% | -2% | -3% | 7% | -2%
> CC(C)NC(=O)c1ccc2c(c1)N(CC(=O)N1CCCCC1)C(=O)C(C)(C)O2
    9% | -6% | 6% | 7% | -5% | -1 | -11% | 0% | -3% | -4% | 5%
> COc1ccccc1NCC(=O)NNCC(=O)Nc1ccc(F)c(Cl)c1
    ? | -6% | -5% | -2% | 6% | -6 | 3% | 0% | -3% | 6% | 1%
> NC(=O)c1ccc[n+](CC(=O)c2cccc([N+](=O)[O-])c2)c1
    -1% | 3% | 0% | 15% | 1% | -7 | 2% | -6% | 0% | 0% | 3%
> Cc1[nH]c(=O)nc(SCc2ccc(Cl)c(Cl)c2)c1C#N
    5% | -15% | 9% | 9% | 14% | 5 | -11% | -2% | 9% | 11% | 2%
> Cc1ccsc1C(=O)NNC(=O)C1C2C=CC(C2)C1C(=O)O (stereo not given)
    ? | 6% | 3% | 4% | -2%[46.1 µM] | 12 | ? | 1% | 4% | -1% | 14%
> Cc1ccc(C(=O)CN2C(=O)c3ccccc3S2(=O)=O)cc1
    -7% | 0% | 1% | -5% | -1% | -5 | ? | 1% | 10% | 5% | 0%
> CC(C(=O)NC(=O)NCc1ccccc1)N1C(=O)c2ccccc2C1=O (stereo not given)
    7% | -9% | 0% | -3% | -4% | 12 | 1% | -4% | 1% | -25% | 10%
> O=C(CCCCCn1nnc2ccccc2c1=O)Nc1ccccc1F
    1% | 18% | -4% | 21% | -4% | 4 | -5% | -1% | 41% | -7% | ?
> O=[N+]([O-])c1ccc(Oc2ccc(OCc3ccccc3)cc2)nc1
    ? | -23% | 5% | 2% | 0% | -12 | -24% | -5% | 7% | -16% | 8%
> COc1ccc(OCC(=O)NCCCCCCNC(=O)COc2ccc(OC)cc2)cc1
    -7% | 5% | 1% | -1% | -3% | 1 | 7% | -3% | -3% | 3% | -6%
> Cc1c(Cl)c([N+](=O)[O-])nn1CC(=O)NC(C)c1ccccc1 (stereo not given)
    -5% | 0% | 4% | 0% | nt | -16 | 0% | -3% | 0% | 6% | 34%
> Cc1ccc(S(=O)(=O)N(CC(=O)NCc2ccncc2)Cc2ccc(F)cc2)cc1
    3% | 1% | 7% | -5% | -2% | -1 | -19% | 0% | 3% | 5% | -3%
> O=C(CCc1nc2ccccc2c(=O)[nH]1)Nc1nnc(SCc2ccc(Cl)cc2)s1
    -2% | 20% | 2% | -1% | 3% | 11 | 0% | 2% | 1% | 2% | -18%
> COc1cccc(OC)c1C(=O)NC(=S)Nc1cc(-c2nc3ccccc3[nH]2)ccc1Cl
    18% | -3% | -6% | 1% | 16%[46.1 µM] | 15 | 8.2µM* | -4% | -4% | -1% | 14%
> O=C(CCC(=O)N1CCSc2ccccc21)NC1CCCCC1
    -2% | 2% | 1% | 2% | -4% | 11 | ? | -1% | 2% | -5% | -3%
> COc1cc2c(cc1OC)C(c1ccc(Br)cc1)CC(=O)N2 (stereo not given)
    ? | 0% | -7% | 2% | 5% | -21 | -6% | 0% | 14% | 5% | ?
> COc1ccc(COC(=O)NC2CCN(S(=O)(=O)c3ccc(OC)cc3)CC2)cc1
    1% | 3% | 0% | 3% | -2% | 8 | ? | -2% | 4% | 2% | -9%
> O=[N+]([O-])c1ccc(CSc2nnc(-c3cccnc3)o2)cc1
    ? | -12% | 0% | 2% | 1% | -8 | -1% | -1% | -12% | -5% | 14%
> O=C(NCc1cccs1)c1cccc(S(=O)(=O)N2CCCCC2)c1
    -17% | 0% | 2% | 1% | nt | -5 | -21% | -8% | 2% | -2% | 2%
> COCc1[nH]nc2c1C(c1ccc(F)cc1F)C(C#N)=C(N)O2 (stereo not given)
    -4% | 4% | 6% | -6% | 0% | 1 | 12% | -1% | 4% | 1% | 15%
> CCOc1ccc(S(=O)(=O)NCCC(=O)OCC(=O)NC(=O)c2cccn2C)cc1
    0% | 0% | -1% | nt | 6% | 0 | 8% | -6% | 17% | 2% | 12%
> CC(NS(=O)(=O)c1ccc(Br)s1)c1ccccc1 (stereo not given)
    ? | 4% | -3% | 7% | 0% | -6 | 1% | -2% | 5% | -20% | -28%
> CCOC(=O)C(C(=O)NCc1ccc(C)cc1)c1ncc(C(F)(F)F)cc1Cl (stereo not given)
    0% | -3% | 3% | -1% | -1% | -2 | ? | -1% | 1% | 12% | -8%
> CC(=O)c1ccccc1NCC(=O)Nc1ccc(C)cc1
    ? | -7% | 89%[activator] | 6% | -1% | 9 | 12% | -2% | -2% | -2% | 9%
> CCOc1ccc(NC(=O)CCCN2C(=O)C(c3ccccc3)Oc3cccnc32)cc1 (stereo not given)
    -6% | 4% | -2% | -6% | -4% | -12 | -9% | -3% | 0% | 5% | -17%
